From PubChem
RNase H inhibition: RNase H inhibition, HIV 1 Gag Pol polyprotein, FRET biochemical assay, screening (AID 372); HIV-1 RT RNase H, FRET RNA/DNA substrate fluorescence; higher % means a stronger effect; inhibition, % at 10 µM; hits with a dose series show IC50 in µM; hit rate 0.77% among 100,000; in the data active means inhibition above about 50%
* hit, by the source's call.

SMILES	RNase H inhibition
Cc1oc(-c2nc3ccccc3n2C)cc1C(=O)c1ccccc1	8%
CCSCCOC(=O)C1=C(C)NC2=C(C(=O)CC(c3ccc(OC)cc3)C2)C1c1cccc([N+](=O)[O-])c1 (centres undefined)	0%
O=C(C(=O)N1CCOCC1)c1c[nH]c2ccccc12	18%
Nc1nc2nc(-c3ccco3)cc(C(F)(F)F)n2n1	10%
COc1ccc(S(=O)(=O)N(CC(=O)O)c2ccc(C)cc2)cc1OC	7%
CC12CN3CC(C)(CN(C1)C3c1cn(Cc3ccccc3)c3ccccc13)C2=O (centres undefined)	15%
Cc1ccc(OCCN2CCOCC2)c(C)c1	4%
Cc1cc(NC(=O)c2ccccc2[N+](=O)[O-])no1	11%
Cc1ccc(/C=N/N=C(c2ccccc2)c2ccccc2)s1	12%
CC(C)Oc1cccc(C(=O)N2CCC(Cc3ccccc3)CC2)c1	19%
Cc1ccc(NC(=O)CN(c2cccc(C(F)(F)F)c2)S(C)(=O)=O)c(C)c1	12%
Cc1ccc(/C=c2/sc3nc4cc(C)c(C)cc4n3c2=O)o1	1%
O=C(/C=C/NNC(=O)c1ccccc1)c1ccc([N+](=O)[O-])cc1	18%
C/C(=C\C(=O)NCC1(c2ccccc2)CCCC1)c1ccccc1	0%
COc1ccccc1NC(=O)Nc1nnc(COc2ccc([N+](=O)[O-])cc2)s1	9%
Cc1ccc(N(CC(=O)NC(C(C)C)C(C)C)S(C)(=O)=O)c(C)c1	13%
Cc1cccc(C)c1NC(=O)CSc1ccc(Cl)cc1	12%
O=S(=O)(N/N=C/c1cccc(F)c1)c1ccccc1	9%
Oc1[nH]c2ccccc2c1C=NCc1ccccc1	0%
O=C(Nc1ccc2oc(-c3ccc(Br)cc3)nc2c1)c1ccccc1[N+](=O)[O-]	19%
COc1ccc(C(=O)/C=C/c2cccc(Br)c2)cc1OC	10%
CCCc1cc(=O)oc2c(C)c(OCc3ccc(OC)cc3)ccc12	12%
COc1ccc(S(=O)(=O)Nc2ccccc2C(=O)O)cc1Br	0%
Cc1cc(C)c2[nH]c3nc(C)cc(C)c3c(=O)c2c1	1%
Cc1c(-n2c(O)c(C3=c4ccccc4=NC3=O)sc2=S)c(=O)n(-c2ccccc2)n1C	9%
CC(C)(C)c1ccc(-c2n[nH]c(=S)n2/N=C/c2cc([N+](=O)[O-])ccc2Cl)cc1	25%
CCN(CC)CCCCOc1cc(C)c(Cl)c(C)c1	7%
NNC(=O)CSc1nnc(-c2cccc(Br)c2)n1-c1ccccc1	44%
O=C(Nc1ccc(Nc2ccccc2)cc1)c1cccc2ccccc12	50%*
Cc1cc(Cl)cc(Cl)c1OCC(=O)Nc1ccccc1Cl	10%
CC(NC(=O)c1cc2cc([N+](=O)[O-])ccc2oc1=O)c1ccccc1 (centres undefined)	9%
COc1cccc(NC(=S)NC(=O)c2cccc(I)c2)c1	17%
COc1ccc(Cl)cc1/C=N/NC(=O)c1cccc(F)c1	5%
COc1ccc(N2CCN(Cc3ccoc3)CC2)cc1	4%
COc1cc(NS(=O)(=O)c2ccc(NC(=O)/C=C/c3ccc([N+](=O)[O-])s3)cc2)nc(OC)n1	14%
COC(=O)C1=NN(C(=O)c2cccc(Br)c2)C(O)(c2ccc(Cl)cc2)C1 (centres undefined)	8%
O=c1[nH]c(=O)n(-c2ccc(Cl)cc2)c(O)c1/C=C1/C=CC=N1	6%
COC(=O)c1cc(C(=O)Nc2ccc(C(C)C)cc2)cc([N+](=O)[O-])c1	6%
Cc1ccc(S(=O)(=O)N(CC(=O)N2CCN(C)CC2)c2ccccc2Cl)cc1	6%
Cc1ccc(C(C)C)c(OCC(=O)NNC(=O)COc2ccc(Br)cc2Br)c1	7%
CCOC(=O)c1sc(NC(=O)/C=C/c2ccc(OC)cc2)c(C(=O)OCC)c1C	8%
COc1cc(C)ccc1OCCCOc1ccc([N+](=O)[O-])cc1Cl	16%
Cc1cccc(-n2c(C)cc(/C=N/NC(=O)c3ccccn3)c2C)c1	19%
N/C(=N\OC(=O)C(c1ccccc1)c1ccccc1)c1ccncc1	0%
O=C(COc1ccc(Br)cc1)N1CCc2ccccc2C1	4%
O=C(CCC(=O)Nc1ccc(I)cc1)N/N=C/c1ccc2c(c1)OCO2	11%
CCOC(=O)N/N=C(\C)c1ccccc1O	2%
Cc1[nH]n(-c2ccccc2)c(=O)c1/C=N/NC(=O)CSCc1ccc(Cl)cc1	5%
C=CCOc1cccc(/C=C2\N=C(c3ccc4ccccc4c3)OC2=O)c1	12%
Cc1ccc(C2NC(=O)NC(O)(C(F)(F)F)C2C(=O)c2ccc(Br)cc2)cc1 (centres undefined)	5%
COc1ccc(OCCCCCNCCO)cc1	3%
C/C(=C\c1ccccc1)CN1CCN(c2ccccc2F)CC1	13%
CCOC(=O)c1c(NC(=O)c2sc3cc(OC)ccc3c2Cl)sc(C)c1C	0%
CN(C)c1ccc(NC(=O)c2cc(-c3ccccc3Cl)nc3ccccc23)cc1	7%
Cc1ccc(N2C(=O)/C(=C/c3cc(Br)ccc3O)C(=O)NC2=S)cc1C	0%
COc1cccc(OCCOc2ccc(/C=C3\C(=O)NN(c4ccccc4)C3=O)cc2)c1	24%
O=C(Nc1cc([N+](=O)[O-])ccc1Cl)C1CC2CCC1C2 (centres undefined)	1%
CC1CCc2c(sc(NC(=S)NC(=O)c3ccc(F)cc3)c2C(N)=O)C1 (centres undefined)	5%
COC(=O)C1=C(C)NC2=C(C(=O)CC(c3ccccc3)C2)C1c1cccc(O)c1 (centres undefined)	14%
O=C1NC(=O)N(C2CCCCC2)C(=O)/C1=C\c1ccc(C(=O)O)cc1	2%
Carrying on:
SMILES	RNase H inhibition
O=C(Oc1cccc(NC(=O)c2ccccc2Cl)c1)c1ccc(Br)cc1	14%
COc1ccc(OC(C)C(=O)Nc2ccc([N+](=O)[O-])cc2)cc1 (centres undefined)	0%
CCc1ccccc1OCCCCOc1cccc(OC)c1	20%
Cc1ccc(C(=O)N(C)c2ccccc2)cc1[N+](=O)[O-]	0%
CC(=O)N1CCN(c2ccc(NC(=O)c3ccco3)cc2)CC1	0%
CSCCC(C(=O)O)N1C(=O)/C(=C\c2ccc(-c3ccc([N+](=O)[O-])cc3)o2)SC1=S (centres undefined)	12%
NC(=O)N/N=C1\c2ccccc2-c2c(C(N)=O)cccc21	3%
Nc1nonc1N=NN(CC(=O)Nc1ccccc1)c1nonc1N	0%
O=C1OC(c2ccccc2)=N/C1=C\c1cn(-c2ccccc2)nc1-c1ccc(-c2ccccc2)cc1	14%
O=C(Nc1nc2ccc3ccccc3c2s1)c1ccc(Cl)s1	12%
CC(C)(C)N1C(=O)c2ccc(C(=O)c3ccc4c(c3)C(=O)N(C(C)(C)C)C4=O)cc2C1=O	13%
Cc1cc(C)nc(/N=C(/N)Nc2ccc(N)cc2)n1	19%
CO/C(=C\c1ccc(N)cc1S(=O)(=O)O)c1ccc(N)cc1S(=O)(=O)O	7%
COC(=O)c1c(-c2ccccc2Cl)csc1NC(=O)C1C2CCC(C2)C1C(=O)O (centres undefined)	6%
C=CCN1C(=O)/C(=C\c2cccc(Oc3ccccc3)c2)SC1=S	12%
COc1ccc(NC(=O)/C(C#N)=C/c2ccc(F)cc2)cc1	2%
CC(C)(C)n1c(O)c(N=Nc2ccc(Br)cc2)c(=O)[nH]c1=O	10%
Cc1ccccc1CNC(=O)Cc1ccccc1	14%
CCCCCCN1C(=O)C(=O)/C(=C(\O)c2ccccc2)C1c1ccc(Cl)cc1 (centres undefined)	8%
Cc1c(OC(C)C(=O)O)ccc2c3c(c(=O)oc12)CCC3 (centres undefined)	0%
O=C(Cc1cccs1)NCc1cccnc1	0%
COc1ccc(C2NC(=O)NC(c3ccccc3)=C2c2ccc3ccccc3n2)cc1OC (centres undefined)	10%
Fc1c(F)c(F)c2c(c1F)Oc1ccccc1O2	21%
CCN1C(=O)/C(=C/c2ccc(OCCOc3cc(C)cc(C)c3)c(OC)c2)SC1=S	12%
CCCCNC(=O)c1c(NC(=O)c2ccccc2)sc(C)c1C	0%
Cc1ccc(NC(=O)c2ccc(Cl)cc2Cl)c(C)c1	0%
COc1ccc(C2Nc3ccccc3C(=O)N2c2ccc(Cl)cc2)cc1Cn1nnc2ccccc21 (centres undefined)	16%
CCOc1cc(C2C(C(=O)OC(C)C)=C(C)NC3=C2C(=O)CC(c2ccc(Cl)cc2)C3)cc(Cl)c1O (centres undefined)	11%
CC(C)OP(=O)(OC(C)C)C(NCc1ccccc1)c1ccccc1 (centres undefined)	7%
COC(=O)C1CCN(S(=O)(=O)c2c(C)cc(C)cc2C)CC1	14%
CCOC(=O)C1=C(C(=O)OCC)SC(=C2C(=S)C(C)(C)N(C(=O)C(C)C)c3cc(C)c(C)cc32)S1	37%
Cc1cc(C)n(C(=O)Cc2cccc3ccccc23)n1	12%
CCOC(=O)C1=C(C)N=c2s/c(=C\c3cccc([N+](=O)[O-])c3)c(=O)n2C1c1ccc(C)cc1 (centres undefined)	11%
C=CCNS(=O)(=O)c1ccccc1[N+](=O)[O-]	0%
COc1ccccc1OCCOc1cccc2ccccc12	34%
O=C(CSc1nnc(-c2ccccc2)n1-c1ccc(Br)cc1)c1cccs1	4%
O=C1NC(=O)/C(=C\c2ccc(N3CCOCC3)cc2)N1	3%
Cc1ccc(C2CC(=O)Nc3cc(C)c(C)cc32)cc1 (centres undefined)	16%
CCN1C(=O)/C(=C/c2c(OC)ccc3ccccc23)C(=O)NC1=S	33%
CCCS(=O)(=O)c1c(S(=O)(=O)CCC)c2c3ccccc3ccn2c1C(=O)c1ccccc1	4%
CCOC(=O)c1c(-c2ccccc2)oc2ccc(OCC)cc12	13%
COC(=O)c1cc(NC(=O)c2ccc3c(c2)OCCO3)cc(C(=O)OC)c1	22%
C/C(=N\NC(=O)CCC(=O)Nc1ccc(I)cc1C)c1ccc(F)cc1	1%
CC(C)(C)C1=CC(Cl)=C(C(C)(C)C)C(=O)C1=O	5%
CC1=CC(=[N+](CCO)CCO)C=C/C1=C(\c1ccc(N(CCO)CCO)cc1C)c1ccccc1Cl	10%
COc1ccc2c(c1)c1c3n2CCNC3CCC1 (centres undefined)	5%
COc1cc(C=Nc2cccc(C#N)c2)c([N+](=O)[O-])cc1OC	16%
CCOc1ccc(C(=O)Nc2cccc(-c3nc4cc(C)c(C)cc4o3)c2)cc1	5%
Cc1cccnc1NC(=O)c1cc2c(ccc3ccccc32)oc1=O	1%
O=C(Cc1ccccc1)Nc1ccc(Cl)c(-c2nc3ncccc3o2)c1	6%
Clc1ccc(-c2nc3ccc(N=Cc4cccc(Oc5ccccc5)c4)cc3[nH]2)c(Cl)c1	10%
O=c1c2c(nc3cc(-c4ccc(F)cc4)[nH]n13)CCCC2	6%
CCc1ccc(NC(=O)CN(c2ccc(C)cc2)S(=O)(=O)c2ccccc2)cc1	9%
O=C(NCCCN1CCOCC1)c1ccc(Cl)cc1Cl	19%
COc1cc(N)c(Cl)cc1NC(=O)c1ccccc1	9%
O=c1/c(=C/c2ccc(I)o2)sc2n1CN(c1cccc(F)c1)CN=2	30%
CC(C)N(C(=O)c1ccc(C(=O)Nc2ccc(Br)cc2)cc1)C(C)C	8%
c1ccc(CN2C3=NCCN3c3ccccc32)cc1	8%
CCCC1=NN2C(=N)/C(=C/c3ccc(OCCOCCOc4cccc(C)c4)cc3)C(=O)N=C2S1	22%
CCOc1ccc(OCCCCOc2ccccc2C)cc1	18%
Additional records follow.
SMILES	RNase H inhibition
Brc1ccc(-c2cc(-c3ccccc3)nc(N3CCCC3)n2)cc1	17%
CCN1CCN(Cc2c3ccccc3cc3ccccc23)CC1	7%
CC(C)c1ccccc1NC(=O)C1C2C=CC(C2)C1C(=O)O (centres undefined)	0%
CCN(CC)CCCCCOc1cccc(C)c1C	11%
Cc1cc2c(N=NC(=O)c3cccc(Br)c3)c(O)[nH]c2cc1Br	0%
CCc1ccc(NC(=S)NC(=O)/C=C/c2ccccc2)cc1	10%
CC(C)(C)C1CCc2c(sc(NC(=O)c3ccc(Br)cc3)c2C(N)=O)C1 (centres undefined)	2%
O=c1/c(=C/c2ccc(OCc3ccc(Cl)c(Cl)c3)cc2)sc2nc3ccccc3n12	12%

Structural class: the compounds so far with four or more nitrogen atoms
SMILES	RNase H inhibition
Nc1nc2nc(-c3ccco3)cc(C(F)(F)F)n2n1	10%
COc1ccccc1NC(=O)Nc1nnc(COc2ccc([N+](=O)[O-])cc2)s1	9%
Cc1c(-n2c(O)c(C3=c4ccccc4=NC3=O)sc2=S)c(=O)n(-c2ccccc2)n1C	9%
CC(C)(C)c1ccc(-c2n[nH]c(=S)n2/N=C/c2cc([N+](=O)[O-])ccc2Cl)cc1	25%
NNC(=O)CSc1nnc(-c2cccc(Br)c2)n1-c1ccccc1	44%
COc1cc(NS(=O)(=O)c2ccc(NC(=O)/C=C/c3ccc([N+](=O)[O-])s3)cc2)nc(OC)n1	14%
Cc1cccc(-n2c(C)cc(/C=N/NC(=O)c3ccccn3)c2C)c1	19%
Cc1[nH]n(-c2ccccc2)c(=O)c1/C=N/NC(=O)CSCc1ccc(Cl)cc1	5%
NC(=O)N/N=C1\c2ccccc2-c2c(C(N)=O)cccc21	3%
Nc1nonc1N=NN(CC(=O)Nc1ccccc1)c1nonc1N	0%
Cc1cc(C)nc(/N=C(/N)Nc2ccc(N)cc2)n1	19%
CC(C)(C)n1c(O)c(N=Nc2ccc(Br)cc2)c(=O)[nH]c1=O	10%
COc1ccc(C2Nc3ccccc3C(=O)N2c2ccc(Cl)cc2)cc1Cn1nnc2ccccc21 (centres undefined)	16%
CCCC1=NN2C(=N)/C(=C/c3ccc(OCCOCCOc4cccc(C)c4)cc3)C(=O)N=C2S1	22%

Given as labelled records: three of the compounds above
CCN1CCN(Cc2c3ccccc3cc3ccccc23)CC1
- RNase H inhibition: 7%
Cc1cc2c(N=NC(=O)c3cccc(Br)c3)c(O)[nH]c2cc1Br
- RNase H inhibition: 0%
Brc1ccc(-c2cc(-c3ccccc3)nc(N3CCCC3)n2)cc1
- RNase H inhibition: 17%

Some of the compounds tested; the hit share may differ from the screen's.
